High-throughput results as filed in PubChem BioAssay.
SKN-1 block: suppressors of acrylamide-induced Pgst-4::GFP reporter in worms, primary screen, SKN-1 inhibitor project, whole organism, uHTS, GFP/RFP fluorescence ratio, strain VP596; C. elegans VP596 Pgst-4::GFP/RFP ratio, 24 h; inhibition, % at 21.8 µM; 360,000 compounds, 0.49% hits;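 active = interference check ratio from 0.5 to 1.5 plus GFP to RFP signal ratio inhibition reaching or exceeding a fixed threshold, cut at about 30% in these data, passing the limit was not always enough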; note: some compounds called inactive have numbers as strong as hits
STEP inh: STEP phosphatase inhibitors, primary screen, biochemical, fluorescence intensity, uHTS; recombinant STEP, OMFP fluorogenic substrate; AID 588621, 2011; 360,000 compounds, 0.25% hits; inhibition, % at 20 µM;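 active = inhibition at 20 µM, scaled per plate between control wells, above about 37%, limit read from the data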;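 note: 0% = DMSO with enzyme and substrate and 100% = substrate only without enzyme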
Target sequence (P54829 whole entry, looked up): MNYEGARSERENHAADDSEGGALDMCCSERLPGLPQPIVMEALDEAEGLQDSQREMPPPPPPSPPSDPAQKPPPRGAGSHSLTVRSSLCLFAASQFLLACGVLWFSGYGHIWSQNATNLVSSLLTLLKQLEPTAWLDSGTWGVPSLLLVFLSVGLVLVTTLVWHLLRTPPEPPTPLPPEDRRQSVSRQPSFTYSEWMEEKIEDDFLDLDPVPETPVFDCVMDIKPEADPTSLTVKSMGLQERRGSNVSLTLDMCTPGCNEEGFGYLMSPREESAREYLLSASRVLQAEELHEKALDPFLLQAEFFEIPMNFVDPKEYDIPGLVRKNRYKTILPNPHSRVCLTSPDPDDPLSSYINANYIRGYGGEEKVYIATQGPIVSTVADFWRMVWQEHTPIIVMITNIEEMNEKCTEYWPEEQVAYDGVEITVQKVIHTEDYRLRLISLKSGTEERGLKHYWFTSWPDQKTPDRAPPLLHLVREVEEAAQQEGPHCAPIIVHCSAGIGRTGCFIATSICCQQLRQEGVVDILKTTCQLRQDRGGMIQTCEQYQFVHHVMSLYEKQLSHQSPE
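System: STEP phosphatase, cell-free reaction; Buffer or medium: Bis-Tris pH 6.0 buffer with DTT, detergent; Incubation: 20 min at room temperature, dark; Measured by: fluorescence, 480/540 nm.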
NadD block: inhibitors of S. aureus NadD, primary screen, biochemical, colorimetric, uHTS | inhibition, % at 20 µM | purified NadD enzyme, colorimetric absorbance read-out | 360,000 compounds, 0.78% hits | Nicotinate-nucleotide adenylyltransferase NadD (Staphylococcus aureus N315); in the data active = inhibition above about 26%; note: some compounds past the cut are filed as inactive
CendR NRP1 mod: modulators of CendR peptide binding to NRP-1, primary screen, biochemical, fluorescence polarization, uHTS; FAM-RPARPAR peptide binding to NRP-1; inhibition, % at 25 µM; 360,000 compounds, 0.85% hits;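 active = inhibition or corrected inhibition above about 18%, plus a signal ratio from 0.5 to 1.5, limit read from the data, passing the limit was not always enough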; note: strong numbers were not always called active
SUMO1-SIM PPI: modulators of SUMO1 protein-protein interactions, primary screen, biochemical, uHTS; inhibition, % at 20 µM; AID 602429, 2012; 360,000 compounds, 0.33% hits; Small ubiquitin-related modifier 1 (Homo sapiens), P63165; SUMO1 binding to a labelled peptide, TR-FRET, 1 h; in the data active = inhibition above about 37%
Target sequence (P63165 whole entry, looked up): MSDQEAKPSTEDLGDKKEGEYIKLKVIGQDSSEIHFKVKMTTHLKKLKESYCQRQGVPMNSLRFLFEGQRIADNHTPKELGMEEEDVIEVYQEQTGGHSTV
LMPTP inh: LMPTP phosphatase inhibitors, primary screen, biochemical, fluorescence intensity, uHTS. recombinant LMPTP-A, OMFP fluorogenic substrate. inhibition, % at 20 µM. 360,000 compounds, 0.22% hits. AID 651560, 2012;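 active = compounds that cut the enzyme signal by at least half of the control window in the single-dose screen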;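 note: plate controls were DMSO wells with enzyme plus substrate for no effect and substrate without enzyme for full effect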
Target sequence (P24666 whole entry, looked up): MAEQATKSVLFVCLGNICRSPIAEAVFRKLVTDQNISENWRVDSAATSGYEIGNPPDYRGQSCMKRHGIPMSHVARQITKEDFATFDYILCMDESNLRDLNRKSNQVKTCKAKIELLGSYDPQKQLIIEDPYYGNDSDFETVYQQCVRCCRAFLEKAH
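Test system: LMPTP-A, protein tyrosine phosphatase of low molecular weight; Input: 0.625 nM enzyme; Incubation: 50 min dark incubation at room temperature; Signal: endpoint fluorescence intensity from OMFP dephosphorylation; Read-out basis: % inhibition versus control wells.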
Scp1 inh: Scp-1 phosphatase inhibitors, primary screen, biochemical, colorimetric, uHTS. Recombinant Scp1, phosphopeptide, malachite green phosphate absorbance. AID 493091, 2011. 340,000 compounds, 0.88% hits. Carboxy-terminal domain RNA polymerase II polypeptide A small phosphatase 1 (Homo …. inhibition, % at 20 µM;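 active = inhibition above about 50% at 20 µM, limit read from the data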;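 note: plate controls were DMSO wells with enzyme for no effect and wells lacking enzyme for full effect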
Target sequence (Q9GZU7 76-261 limits assumed): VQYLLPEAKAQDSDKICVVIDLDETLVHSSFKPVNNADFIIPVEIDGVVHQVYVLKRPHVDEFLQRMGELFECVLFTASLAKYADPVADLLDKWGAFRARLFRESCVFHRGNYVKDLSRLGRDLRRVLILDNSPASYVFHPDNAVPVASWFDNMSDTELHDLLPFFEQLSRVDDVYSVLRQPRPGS
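assay system = SCP-1 phosphatase catalytic domain, residues 76-261 | buffer or medium = 50 mM Tris acetate pH 5.5, 0.005% Tween-20, 10 mM MgCl2 | incubation = enzyme reaction 45 min at room temperature, colour 5 min, stabilisation 30 min | signal = Phosphate-binding colour reagent, absorbance read at 630 nm | measure = % inhibition at 20 µM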
DNMT1 inh: human DNMT1 methyltransferase inhibitors, primary screen, biochemical, molecular beacon, fluorescence, HinP1I cleavage, uHTS; DNA (cytosine-5)-methyltransferase 1 (Homo sapiens), P26358; inhibition (reported as % activation of signal), % at 10 µM; 360,000 compounds, 0.83% hits; in the data active = inhibition above about 50%
MT1-MMP act inh: blockers of MT1-MMP proenzyme processing, primary screen, HT1080 RFP-PRO-GFP cells, GFP/RFP fluorescence; Matrix metalloproteinase-14 (Homo sapiens), P50281; GFP/RFP ratio fluorescence, overnight; percent of plate control window, DMSO zero; GFP/RFP ratio change, % at 20 µM; 360,000 compounds, 0.061% hits; AID 651647, 2012;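 active = GFP/RFP ratio change of at least 30% with cell ATP level not reduced by more than half and red fluorescence within 50% of control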; note: strong numbers were not always called active
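Assay system: HT1080 RFP-PRO-GFP cells | Dosing: 20 µM single dose, 1% DMSO | Incubation: Cells overnight before dosing, compound overnight, 37 °C, 5% CO2 | Evaluation: GFP/RFP fluorescence ratio | Control set: DMSO-only wells and HT1080 RFP-L50D-GFP cell wells as references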
Rpn11 inh: Rpn11 (PSMD14) deubiquitinase inhibitors, primary screen, biochemical, fluorescence polarization, uHTS; 26S proteasome non-ATPase regulatory subunit 14 (Homo sapiens), O00487; human 26S proteasome, Ub4-pepOG fluorescence polarization; 20S core pre-blocked with epoxomicin; calls only at 20 µM; 360,000 compounds, 0.59% hits; AID 588493, 2011;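 active = inhibition at 20 µM, scaled to each plate's controls, above about 33%, limit read from the data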
Active calls of the source: *; i = inactive; x = no result given.

The first seven compounds as a preview:
Value order – SKN-1 block, STEP inh, NadD block, CendR NRP1 mod, SUMO1-SIM PPI, LMPTP inh, Scp1 inh, DNMT1 inh, MT1-MMP act inh, Rpn11 inh
CC(O)(c1ccc(F)c(F)c1)c1nc(-c2cccc(C(F)(F)F)c2)cs1 (stereo not given)
→ 22, 1, -7, 21, 2, 3.3, x, -26, 5, i
O=C(c1cc(Br)c(Br)s1)N1CCOCC1
→ 6, 3, 3, -3, -46, -9.9, -6, -3, 2, i
Cc1ccc(NC(=O)C2CCCCC2C(=O)O)cc1Cl (stereo not given)
→ -11, -2, 0, -8, -4, -1.2, 8, 12, 2, i
COCCCNC(=O)c1ccc(Cn2c(=O)[nH]c3ccccc3c2=O)cc1
→ -13, -1, -2, 0, 3, 0.1, -10, -1, 0, i
CN(C)CCNc1nc2c(c(=O)[nH]c(=O)n2C)n1CC(O)COc1ccc(Cl)cc1Cl (stereo not given)
→ -1, 0, -5, -7, -1, 0.6, -10, 0, -2, i
Cc1cc(OCC(=O)Nc2nnc(C3CC3)s2)ccc1C(C)C
→ -4, 0, 2, 0, 3, -1.3, -5, 30, -1, i
c1coc(CNc2nc(N3CCCCC3)nc3ccccc23)c1
→ -5, -12, -5, -4, -1, 18, 1, -8, 2, i

Results, from the start:
Value order – SKN-1 block, STEP inh, NadD block, CendR NRP1 mod, SUMO1-SIM PPI, LMPTP inh, Scp1 inh, DNMT1 inh, MT1-MMP act inh, Rpn11 inh
CC(O)(c1ccc(F)c(F)c1)c1nc(-c2cccc(C(F)(F)F)c2)cs1 (stereo not given)
→ 22, 1, -7, 21, 2, 3.3, x, -26, 5, i
O=C(c1cc(Br)c(Br)s1)N1CCOCC1
→ 6, 3, 3, -3, -46, -9.9, -6, -3, 2, i
Cc1ccc(NC(=O)C2CCCCC2C(=O)O)cc1Cl (stereo not given)
→ -11, -2, 0, -8, -4, -1.2, 8, 12, 2, i
COCCCNC(=O)c1ccc(Cn2c(=O)[nH]c3ccccc3c2=O)cc1
→ -13, -1, -2, 0, 3, 0.1, -10, -1, 0, i
CN(C)CCNc1nc2c(c(=O)[nH]c(=O)n2C)n1CC(O)COc1ccc(Cl)cc1Cl (stereo not given)
→ -1, 0, -5, -7, -1, 0.6, -10, 0, -2, i
Cc1cc(OCC(=O)Nc2nnc(C3CC3)s2)ccc1C(C)C
→ -4, 0, 2, 0, 3, -1.3, -5, 30, -1, i
c1coc(CNc2nc(N3CCCCC3)nc3ccccc23)c1
→ -5, -12, -5, -4, -1, 18, 1, -8, 2, i
CC1=C(C(=O)N(C)C)CC(CC(=O)NCc2cccc3ccccc23)C(=O)N1CCC1=CCCCC1 (stereo not given)
→ -3, 0, 3, -4, -4, 1.2, x, 1, 0, i
Cc1cccc(NC(=O)Cn2nnc3sc4c(c3c2=O)CC(C)(C)OC4)c1
→ -7, 0, -5, 1, -23, -0.2, -7, -6, 2, i
Cc1ccc(S(=O)(=O)N2[C@@H](c3cccc(Cl)c3)C(C(=O)O)=CC[C@H]2c2ccc(C(C)C)cc2)cc1
→ 17, -1, 17, -15, 32, 4.0, 2, 28, -3, i
O=C(Oc1ccc(-c2cn3c(n2)SCC3)cc1)c1ccccc1
→ -15, 2, 10, -6, 1, 1.8, -8, -9, 0, i
NCCCC[C@H]1CNC(=O)C(=O)N1CCC12CC3CC(CC(C3)C1)C2
→ 8, -2, -12, 8, -15, -3.7, -5, 4, -4, i
COc1ccc(C(=O)CSc2nc3ccccc3n2CC(=O)NC(C)(C)C)cc1
→ 22, 0, 4, 9, -1, -0.2, 2, -1, 13, i
C/C(=N\NC(=O)c1ccc2ccccc2c1)c1cccs1
→ 8, 1, 3, 2, -2, 0.3, -8, 1, 3, i
O=C(Nc1cc2c(cc1Cl)-c1ccc([N+](=O)[O-])cc1C2=NO)C(F)(F)F
→ -10, -3, 16, -56, -25, 0.1, -3, -12, -59, i
CC1=C(C(N)=O)C(c2ccc(Cl)cc2)NC(=O)N1 (stereo not given)
→ -16, 3, -2, -4, 1, -0.6, -15, 2, 3, i
CNC(=S)NNC(=O)c1ccc(=O)n(Cc2ccc(Cl)cc2Cl)c1
→ 12, 1, -3, 3, -2, -0.8, -6, -1, -4, i
Cn1cc(Cl)c(C(=O)NNC(=S)NC2CCCCC2)n1
→ 1, 0, -6, 3, -2, -0.9, -14, 4, 3, i
O=C(CCNS(=O)(=O)c1ccc2nsnc2c1)N1CCN(c2ccncc2)CC1
→ 8, 1, 5, 6, -42, 1.2, -5, -2, -4, i
CCn1cc(CNC(=O)C2CCC(=O)N(Cc3ccc(Cl)cc3)C2)cn1 (stereo not given)
→ 3, -2, -7, -1, 1, -0.3, 1, 2, 1, i

Sorted by the number under DNMT1 inh (falling): three of the compounds above.
| compound | SKN-1 block | STEP inh | NadD block | CendR NRP1 mod | SUMO1-SIM PPI | LMPTP inh | Scp1 inh | DNMT1 inh | MT1-MMP act inh | Rpn11 inh |
| --- | --- | --- | --- | --- | --- | --- | --- | --- | --- | --- |
| NCCCC[C@H]1CNC(=O)C(=O)N1CCC12CC3CC(CC(C3)C1)C2 | 8 | -2 | -12 | 8 | -15 | -3.7 | -5 | 4 | -4 | i |
| CC1=C(C(N)=O)C(c2ccc(Cl)cc2)NC(=O)N1 (stereo not given) | -16 | 3 | -2 | -4 | 1 | -0.6 | -15 | 2 | 3 | i |
| O=C(Oc1ccc(-c2cn3c(n2)SCC3)cc1)c1ccccc1 | -15 | 2 | 10 | -6 | 1 | 1.8 | -8 | -9 | 0 | i |

(continued)
Value order – SKN-1 block, STEP inh, NadD block, CendR NRP1 mod, SUMO1-SIM PPI, LMPTP inh, Scp1 inh, DNMT1 inh, MT1-MMP act inh, Rpn11 inh
CCn1nc(C(=O)NCc2ccco2)c(Cl)c1Cl
→ 3, -2, 0, 7, 1, -1.8, -1, 9, -1, i
O=[N+]([O-])c1cc(Oc2cccnc2)cc([N+](=O)[O-])c1
→ -8, 3, 0, -1, -19, -1.5, 3, 1, 1, i
CN(C)S(=O)(=O)c1cccc(NC(=O)CSc2nc3ccccc3[nH]2)c1
→ 2, -2, 2, 3, 2, -0.3, -5, -2, 1, i
CC(C)OCCCNC(=S)N1CCC(C(=O)c2ccc3c(c2)OCCO3)CC1
→ -2, 6, 1, 0, 1, -0.3, 2, 0, 4, i
CC(=O)N1CC(=O)N(Cc2ccccc2)/C(=C/c2ccccc2)C1=O
→ 7, -5, 7, 4, -5, -0.7, -6, 0, -6, i
CCOc1cc(C2Nc3ccccc3C(=O)N2c2ccccc2OC)ccc1O (stereo not given)
→ 22, 4, 0, 4, 0, 1.2, -1, -1, 2, i
CC(C)(C)C(=O)COC(=O)C1=NN(c2ccccc2)C(=O)CC1
→ -10, -3, -9, 4, -3, 1.0, 0, 0, -3, i
COc1cc(N=Nc2c(C)n(C)n(-c3ccccc3)c2=O)ccc1N
→ -13, 1, 6, -13, -27, 2.3, -7, 0, 6, i
CCc1ccc(CN(C)C(=O)c2cc(COc3ccc(OC)cc3Cl)on2)nc1
→ 8, 1, 0, 13, 2, 1.0, -2, -1, -1, i
COc1cccc(CN(C)C(=O)Cc2ccc(OC)c(S(=O)(=O)N3CCOCC3)c2)c1
→ -1, -3, 0, -4, -1, -1.0, -7, 6, 0, i
CN(C(=O)CSc1nnc(CNC(=O)c2ccccc2)o1)c1ccccc1
→ 2, 0, 2, 14, 0, -0.9, -6, 2, -2, i
O=c1c2ccccc2cnn1Cc1ccc(Br)cc1F
→ 19, -1, -6, 0, 0, 0.6, -9, -2, 1, i
C[C@@H](C(=O)Nc1ccc2c(c1)OCO2)n1c(=O)[nH]c2ccccc2c1=O
→ 21, -1, 14, 6, -9, 4.5, 1, -4, 2, i
CC1=C(C(=O)OC(C)C)C(c2cccnc2)C2=C(CC(C)(C)CC2=O)N1 (stereo not given)
→ -9, -1, 1, -2, -5, 0.7, -1, 9, -2, i
C/C(CC(=O)Nc1c(C)cc(C)cc1C)=N\NC(=O)c1cnccn1
→ 6, -2, 0, -2, 2, 0.4, -2, -6, -2, i
CCOC(=O)C1=C(C)NC(=O)NC1c1ccc(OC(C)C(=O)O)c(OC)c1 (stereo not given)
→ 5, 0, -3, 9, -4, -1.3, -6, 7, -4, i
NC(N)=N/N=C/c1ccccc1Cl
→ 0, 14, -1, -6, -7, 0.4, -7, 1, 2, i
CC1CCCN(S(=O)(=O)Cc2ccc(Cl)cc2)C1 (stereo not given)
→ 10, 0, -5, 2, -3, 0.8, -9, -2, -6, i
O=C(c1ccc(Cl)c(S(=O)(=O)N2CCOCC2)c1)N(Cc1ccco1)Cc1cccs1
→ 14, 1, -3, -9, 5, 2.2, -2, 4, 0, i
CC1(C)Cc2c(sc(NC(=O)C(=O)N3CCCC3)c2C(=O)O)CO1
→ 10, -1, -3, 8, 1, -0.3, -9, 0, 0, i
CCc1ccc(OS(=O)(=O)c2cn(C)c(=O)n(C)c2=O)cc1
→ 8, 1, 2, 5, 3, -0.5, -12, 2, 3, i
COc1ccc(NC(=O)c2cc3ccc4c5ccccc5[nH]c4c3cc2O)cc1
→ 0, -3, 4, -4, 3, -1.1, -10, 8, 0, i
C#CCn1cc(C=C2C(=O)c3ccccc3C2=O)c2ccccc21
→ 28, -5, 9, -8, -12, 6.3, -4, 60*, -15, i
